EphA4 KYL inhibition: inhibitors of EphA4 binding to KYL peptide, primary screen, biochemical, colorimetric, mouse EphA4 (AID 689); Ephrin type-A receptor 4 (Mus musculus); EphA4-AP binding to KYL peptide, pNPP A405; higher % means a stronger effect; inhibition, % at 10 µM, or IC50 in µM where a hit was titrated; actives 0.1% (n = 62,000); in the data active = a potency from the dose series; inactive = the rest, 99 in 100 with inhibition below about 22%
* marks the source's active call; other numbers are inactive results; & = joins results of further samples. A portion of the library (hit frequency here may not be typical).

EphA4 KYL inhibition | SMILES
-5.9% | CC1Cc2ccccc2N1C(=O)CSc1nc2c(c(=O)n(C)c(=O)n2C)n1Cc1ccccc1 (stereo not drawn)
-14.2% | Cc1ccc(-c2cn3cccnc3n2)cc1NC(=O)c1c(-c2ccccc2Cl)noc1C
-21.7% | Cn1c(SCC(=O)N2CCCC2)nnc1-c1ccc(S(=O)(=O)N2CCCC2)cc1
-1.6% | CCCCOC(=O)C1C2C=C[C@]3(CN(CCCOC)C(=O)[C@H]13)O2 (stereo partly drawn)
-8.6% | CCOC(=O)CCN(CP(C)(=O)OC(C)C)C(=O)OCC (stereo not drawn)
-1.3% | Cn1c(SCc2ccccn2)nnc1-c1cnccn1
-7.7% | Cc1cc(C)c([N+](=O)[O-])cc1-c1ccc(/C=c2\sc3nc4ccccc4n3c2=O)o1
3.6% | CC(C)CCNC(=O)C(c1ccco1)N(Cc1ccccc1)C(=O)c1snc(C(N)=O)c1N (stereo not drawn)
-33.6% | Cc1ccccc1C(=O)NNC(=O)C1CCCN(c2ncccn2)C1 (stereo not drawn)
-3.3% | O=[N+]1C2=C(CCCC2)N([O-])C12CCCC2
-8.4% | CCc1ccccc1NC(=S)NCc1ccc2c(c1)OCO2
-7.0% | c1ccc(-c2nnc3n2CCCC3)cc1
-14.8% | c1ccc2c(c1)oc1c(NCCCn3ccnc3)ncnc12
-0.5% | CCN1c2ccccc2-c2nc3ccccc3n2C1c1ccncc1 (stereo not drawn)
-7.2% | O=C(O)CC(C(=O)O)c1c[nH]c2ccccc12 (stereo not drawn)
2.0% | CCC1=NN2C(=N)/C(=C/c3cc(Br)c(OCc4ccc(F)cc4)c(OC)c3)C(=O)N=C2S1
-2.0% | Cc1nc2ccccc2c2oc(C(=O)NCCN3CCN(C)CC3)cc12
-6.8% | CCC(C)(C)N1CC(=O)N(Cc2ccccc2)C(c2ccc(OC)cc2)C1=O (stereo not drawn)
-19.8% | O=C(OC(C(=O)NC1CCCC1)c1cccnc1)C1=Cc2ccccc2OC1 (stereo not drawn)
-0.4% | CC(c1ccco1)N(C(=O)c1ccc(Cl)s1)c1ccccn1 (stereo not drawn)
3.0% | Cn1c(=O)c2c(-c3ccccc3)n(-n3cnnc3)cc2n(C)c1=O
4.4% | CCOc1ccc(C(=O)c2nc3c(n2O)CCCC3)cc1
-10.9% | CCOc1ccc(CCNC(=O)C2CC(=O)N(C3CCCC3)C2)cc1OCC (stereo not drawn)
-1.8% | CN1CCN(/C=N/c2sc3c(c2C#N)CCCCC3)CC1
-7.4% | Cc1n[nH]c(=O)nc1NC(C)c1ccccc1 (stereo not drawn)
16.8% | CCOc1ccc(OCC)c(NC(=O)CN2CCN(c3cc(C)ccc3C)CC2)c1
-4.9% | COc1ccc2c(=O)cc(C(Cl)(Cl)Cl)oc2c1
-2.7% | Cc1ccc(CSc2nc3ccncc3[nH]2)cc1
1.4% | CC#CCCCC(=O)Nc1ccccc1C(=O)O
-12.0% | Clc1ccc(Oc2nnnn2-c2ccccc2)cc1

Reformatted with each value named: part of the list above.
CN1CCN(/C=N/c2sc3c(c2C#N)CCCCC3)CC1
  EphA4 KYL inhibition: -1.8%

Cc1n[nH]c(=O)nc1NC(C)c1ccccc1 (stereo not drawn)
  EphA4 KYL inhibition: -7.4%

CCOc1ccc(OCC)c(NC(=O)CN2CCN(c3cc(C)ccc3C)CC2)c1
  EphA4 KYL inhibition: 16.8%

COc1ccc2c(=O)cc(C(Cl)(Cl)Cl)oc2c1
  EphA4 KYL inhibition: -4.9%

Next section.
EphA4 KYL inhibition | SMILES
38.9% | O=[N+]([O-])c1ccc(-c2ccc(/C=C/c3ccc4ccccc4n3)o2)cc1
-9.8% | COC(=O)c1ccc2c(=O)n(CC3CCCO3)c(SCC(=O)Nc3ccccc3Cl)nc2c1 (stereo not drawn)
-4.7% | COCCCNC(=O)CCCn1c(=O)[nH]c2ccccc2c1=O
0.0% | COc1ccc(N2C(=O)C3C(C2=O)C2C=CC3C23CC3)c([N+](=O)[O-])c1 (stereo not drawn)
-14.3% | Cc1cc(C(=O)NCc2ccccc2)c(=O)[nH]c1C
-12.2% | CCOC(=O)N1CCN(C(=O)c2ccc3c(c2)NC(=O)C(N2CCOCC2)S3)CC1 (stereo not drawn)
-1.9% | C=C(C)c1cccc(C(C)(C)NC(=O)N2CCC(C)CC2)c1
-9.9% | C=C(C)c1nc(N)nc(N)n1
-16.0% | COc1ccc(S(=O)(=O)n2nc(-c3ccc(Cl)cc3)cc2N)cc1OC
-0.6% | Cc1cccc(C(=O)NCCN(C)C)c1
-10.8% | O=C(NCc1ccc(F)cc1)C(c1ccncc1)N(C(=O)c1csnn1)C1CC1 (stereo not drawn)
-7.0% | Cc1nn(Cc2ccccc2Cl)c(C)c1NC(=O)c1noc2c1CCCCC2
3.6% | Cc1c(-n2c(CN3C(=O)c4ccccc4C3=O)nc3ccccc3c2=O)c(=O)n(-c2ccccc2)n1C
-1.9% | COc1ccc2[nH]c(C)c(C(=O)CN3CCc4cc(OC)c(OC)cc4C3)c2c1
-9.1% | CCOc1cc(C2C(C(=O)OC)=C(C)N=C3SC(C)C(=O)N32)ccc1OC(C)=O (stereo not drawn)
2.6% | c1ccc(N2CCN(CCc3nnc4n3CCCCC4)CC2)cc1
-12.0% | O=C1C2CC=CCC2C(=O)N1c1cccc(OS(=O)(=O)c2ccc3ccccc3c2)c1 (stereo not drawn)
-1.7% | CCOC(=O)c1c(-c2ccccc2)oc2ccc(OC(C)C(=O)OCC)cc12 (stereo not drawn)
-9.5% | O=C1/C(=C\c2cccnc2)CCc2ccccc21
-16.7% | CCN(CC)CC(=O)NC12CC3CC(CC(C3)C1)C2
11.7% | CCCC(C)(C)NC(=O)CCCCC(=O)NC(C)(C)CCC
-5.7% | O=C(c1ccc2c(=O)n(CC3CCCO3)c(=S)[nH]c2c1)N1CCN(c2ccccc2)CC1 (stereo not drawn)
-7.3% | Cc1ccc(-c2nnc(-c3ccncc3)n2-c2ccc(C)cc2)cc1
-23.3% | Cc1ccccc1C(=O)N/C(=C/c1ccc(-c2cccnc2Cl)o1)C(=O)NCCCN1CCN(C)CC1
-3.0% | CCC(=O)Nc1nc(C)nc(C)c1C(C)=O
-8.2% | O=C(c1sc2ccccc2c1Cl)N1CCN(c2ccc(F)cc2)CC1
-9.7% | CCCCc1cc(O)c(CCCC)c(O)c1
-7.8% | O=C(NCc1ccco1)c1c(O)c2cccc3c2n(c1=O)CCC3
-0.5% | Cc1ccccc1-c1nc2ccccc2c(=O)n1/N=C/c1ccc([N+](=O)[O-])cc1
0.3% | CC(C)OC(=O)CCC(=O)Nc1nc2ccccc2s1

EphA4 KYL inhibition | SMILES
-6.4% | Nc1[nH]n2c(=O)c3c(nc2c1N=Nc1ccc(Cl)cc1)CCCC3
-21.7% | COc1ccc(-c2[nH]nc(-c3ccccc3)c2-c2nc3ccccc3[nH]2)cc1
-3.2% | COCCCNC(=O)c1cc2c(-c3ccc(Cl)cc3)nn(C)c2s1
0.1% | COc1cccc(S(=O)(=O)Nc2ccc3sc(C)nc3c2)c1
-10.8% | CC(C)NC(=O)CCCc1ccccc1
1.4% | CCN(CC)CCCNC(=O)c1cc(-c2ccc(O)cc2)on1
-6.2% | CC(C)(C)c1nc2ccccc2c2nnc(SCC(=O)NCc3ccco3)n12
-9.0% | COc1ccc([N+](=O)[O-])cc1NC1C2CC3CC(C2)CC1C3 (stereo not drawn)
-11.6% | COc1ccc(-c2cc3ccccc3oc2=O)cc1NC(=O)c1ccc([N+](=O)[O-])o1
-8.5% | O=C(OCC(=O)N1CCN(C(=O)c2ccco2)CC1)c1ccccc1OCc1ccccc1
-5.2% | O=C1c2ccc3c4c(ccc(c24)C(=O)N1CCOc1ccccc1)CC3
-3.5% | CCCc1cc(NCCCCO)n2c(nc3ccccc32)c1C#N
9.7% | CCC(c1nnnn1CCC(C)C)N1CCC(C(N)=O)CC1 (stereo not drawn)
-17.3% | O=C(OCn1nnc2ccccc2c1=O)c1ccc(S(=O)(=O)N2CCOCC2)cc1
-5.0% | Cc1ccc2ccccc2c1Cn1c(-n2ccnc2)nc2c1c(=O)n(C)c(=O)n2C
0.4% | N#CCC(=O)N/N=C/c1ccc(Sc2nc3ccccc3s2)o1
-16.4% | CCOC(=O)CSc1nc2c(c(=O)[nH]c(=O)n2C)n1CCCc1ccccc1
16.5% | Cc1cccc(N2CCN(C(=O)c3ccc4nc(-c5ccco5)c(-c5ccco5)nc4c3)CC2C)c1 (stereo not drawn)
-5.5% | Cc1cc(C)n2nc(C(=O)Nc3ccccc3N3CCOCC3)nc2n1
-18.9% | COc1ccc(NC(=S)NCc2ccco2)c(OC)c1
-2.3% | CCCn1c(SCc2cc(=O)oc3ccc4ccccc4c23)n[nH]c1=O
-0.9% | CC(C)N=C1NS(=O)(=O)c2cc([N+](=O)[O-])ccc21
-11.1% | Cc1ccc(C(=O)CN(C(=O)c2ccc(Cl)cc2)N2C(=O)c3ccccc3C2=O)cc1
-3.2% | O=C(CCCn1c(SCC(=O)c2ccc(O)c(O)c2)nc2ccccc2c1=O)NCC1CCCO1 (stereo not drawn)
3.7% | CCOC(=O)C1=C(C)NC(C)=C(C(=O)OCC)C1C(=O)OCC(=O)c1ccc2c(c1)OCCO2
-10.5% | COc1ccc(C(C(=O)NC(C)(C)C)N(C(=O)CNC(=O)c2cccs2)c2ccc(C)cc2)cc1OC (stereo not drawn)
2.5% | Cn1c(=O)[nH]c(=O)c2c1nc(NCCCO)n2Cc1ccc(F)cc1
-10.6% | COc1cc(C(=O)N2CCN(S(=O)(=O)c3ccc(F)cc3)CC2)cc(OC)c1OC
-2.3% | Cc1c(C(=O)OCC(=O)N2CC(C)OC(C)C2)oc2ccc(Br)cc12 (stereo not drawn)
6.8% | O=C(O)CC1SC(=Nc2cccc(C(F)(F)F)c2)NC1=O (stereo not drawn)

Looked up one by one from above, 4 records:
EphA4 KYL inhibition | SMILES
-1.7% | CCOC(=O)c1c(-c2ccccc2)oc2ccc(OC(C)C(=O)OCC)cc12 (stereo not drawn)
-3.5% | CCCc1cc(NCCCCO)n2c(nc3ccccc32)c1C#N
-4.9% | COc1ccc2c(=O)cc(C(Cl)(Cl)Cl)oc2c1
-9.7% | CCCCc1cc(O)c(CCCC)c(O)c1

Remaining list, next part.
EphA4 KYL inhibition | SMILES
-7.8% | CCOC(=O)CSc1nnc(CNc2nc(-c3ccccc3)cs2)n1C
-6.5% | COc1ccc(CCNC(=O)C2CC(c3ccc([N+](=O)[O-])cc3)=NO2)cc1 (stereo not drawn)
-7.5% | O=C(CN1C(=O)c2cccc3cccc(c23)C1=O)N1CCCC1
3.3% | O=C(Nc1ccc(F)cc1)c1cnc(-c2ccccc2)nc1-c1ccccc1
-12.5% | COc1cccc(C(=O)Nc2ccc(NC(=O)C3CC3)cn2)c1
-2.9% | Cc1cc2cc(C)c3nnc(SCC(=O)NCc4ccco4)n3c2cc1C
-5.2% | CCOC(=O)c1cnc2ccc(OCC)cc2c1N1CCN(c2ccccc2OC)CC1
-18.4% | CC1=C(C(=O)Nc2ccccc2)C(c2ccc(C)o2)n2ncnc2N1 (stereo not drawn)
-3.8% | CCOC(=O)c1c(NC(=O)c2ccco2)sc2c1CCCC2
-4.5% | c1ccc(-c2nnc(CSc3nc4ccccc4[nH]3)o2)cc1
-9.9% | Cc1ccc(NC(=O)Nc2ccccc2C(=O)NCc2ccccc2)cc1
-5.5% | COC(=O)c1ccc(C(=O)OC)c(NC(=O)COc2ccc(C)cc2C(C)(C)C)c1
-7.2% | CCN(CC)c1ccc(-n2c(C)cc(C=O)c2C)cc1
-5.7% | COCCn1c(=O)[nH]c2cc(C(=O)NCCc3ccc(OC)c(OC)c3)ccc2c1=O
3.2% | Cc1ccc(C2C(C#N)=C(N)SC(N)=C2C#N)o1
-3.5% | COc1ccc(NC(=O)CN(c2ccc(Oc3ccccc3)cc2)S(C)(=O)=O)cc1OC
5.2% | CC(C)OC(=O)CSc1nc2ncccc2[nH]1
3.6% | CN1c2ccccc2C(C)(C)C12CC(CCl)=NO2 (stereo not drawn)
-8.5% | CCCc1cc(=O)oc2cc(C)cc(OCC(C)=O)c12
-1.9% | O=C(O)C1CSC(c2ccccc2)N1C(=O)c1ccco1 (stereo not drawn)
-9.9% | CN(NC(=O)c1ccc(Cl)cc1)c1cccc(Cl)n1
-2.0% | Cc1ccc(N/N=C2/CCCNC2=O)cc1
-11.3% | Cc1ccc(C(C(=O)NC2CCCC2)N(Cc2cccs2)C(=O)CNC(=O)c2cccs2)o1 (stereo not drawn)
-7.2% | O=C(CC1S/C(=N\N=C\c2ccccc2)NC1=O)Nc1ccc(Cl)cc1Cl (stereo not drawn)
-3.4% | COc1ccc(CCN(Cc2cc3cc(C)c(C)cc3nc2Cl)C(=O)C2CC2)cc1
-15.6% | Cc1ccc(OCCNC(=O)c2cccc3ccccc23)cc1
10.9% | COc1ccc(-c2nnc3ccc(SC(C(C)=O)C(C)=O)nn23)cc1OC
-2.6% | N#Cc1ccc(N=c2ssnc2Cl)cc1
-4.2% | O=C(O)c1ccc(S(=O)(=O)NC2CCCc3ccccc32)cc1 (stereo not drawn)
-2.6% | Cc1ccc2[nH]c(=O)c(C(c3nnnn3CC3CCCO3)N3CCOCC3)cc2c1 (stereo not drawn)

EphA4 KYL inhibition | SMILES
-13.3% | COc1ccc2nc(NC3=NCN(CC4CCCO4)CN3)nc(C)c2c1 (stereo not drawn)
17.9%&-3.9% | CCOC(=O)c1c(C)oc2cc(Br)c(OC(C)C(=O)OCC)cc12 (stereo not drawn)
6.2% | O=C(NC12CC3CC(CC(C3)C1)C2)c1ccc(COc2ccc(Cl)cc2[N+](=O)[O-])o1
3.6% | COc1ccc(C(C)=O)c(Oc2nc(CN3CCOCC3)nc3scc(-c4cccs4)c23)c1
-16.3% | O=C(C1CCCN(Cc2ccccc2Br)C1)N1CCCCC1 (stereo not drawn)

Assay outcomes as filed in PubChem.
